H69AR growth 86K: proliferation blockers of H69AR lung cancer cells, primary screen, cell-based, human, 86K library. AID 598, 2007. viability, % at 10 µM. H69AR lung tumor viability, ATP luminescence, 72 h; active compounds read low. 85,000 compounds, 6% hits;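 active = viability at or below 40%; inactive = viability above 40%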;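 also: multidrug resistant small cell line overexpressing MRP-1 efflux transporter; 100% = mean luminescence of untreated control wells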
Smad3 FoxH1 inh: Smad3/FoxH1 peptide binding inhibitors, primary screen, biochemical, TR-FRET; Mothers against decapentaplegic homolog 3 (Homo sapiens), P84022; inhibition, % at 25 µM; 88,000 compounds, 0.29% hits; TR-FRET Smad3/Dy647-FoxH1 peptide binding, europium anti-His;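 active = compounds that reduce the energy-transfer binding signal between the protein and its labelled peptide by more than half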;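 also: 0% = Smad3 plus labelled peptide maximal FRET and 100% = peptide-only background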
Target sequence (P84022 whole entry, looked up): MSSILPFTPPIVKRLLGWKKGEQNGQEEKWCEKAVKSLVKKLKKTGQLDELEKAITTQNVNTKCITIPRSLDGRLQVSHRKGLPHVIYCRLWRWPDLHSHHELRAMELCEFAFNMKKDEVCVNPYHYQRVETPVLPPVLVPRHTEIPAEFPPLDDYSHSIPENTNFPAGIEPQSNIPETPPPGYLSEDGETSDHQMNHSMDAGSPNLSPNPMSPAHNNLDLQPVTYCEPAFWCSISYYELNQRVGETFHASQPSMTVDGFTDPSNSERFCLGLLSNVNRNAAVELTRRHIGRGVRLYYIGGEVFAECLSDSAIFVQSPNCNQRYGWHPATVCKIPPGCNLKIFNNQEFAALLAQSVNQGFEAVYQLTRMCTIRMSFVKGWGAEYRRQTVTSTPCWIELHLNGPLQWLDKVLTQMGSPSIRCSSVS
ERa coact inh: ERα–SRC-1 coactivator interaction inhibitors, primary screen, biochemical, TR-FRET, ERα LBD, estradiol-bound; Estrogen receptor (Homo sapiens), P03372; TR-FRET ER-alpha LBD / SRC-1 peptide; 86,000 compounds, 1.7% hits; inhibition, % at 25.6 µM; AID 629, 2007; in the data active = inhibition above about 50%;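 also: 0% = receptor plus peptide control and 100% = peptide only without receptor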
Target sequence (P03372 whole entry, looked up, the tested form may be a part): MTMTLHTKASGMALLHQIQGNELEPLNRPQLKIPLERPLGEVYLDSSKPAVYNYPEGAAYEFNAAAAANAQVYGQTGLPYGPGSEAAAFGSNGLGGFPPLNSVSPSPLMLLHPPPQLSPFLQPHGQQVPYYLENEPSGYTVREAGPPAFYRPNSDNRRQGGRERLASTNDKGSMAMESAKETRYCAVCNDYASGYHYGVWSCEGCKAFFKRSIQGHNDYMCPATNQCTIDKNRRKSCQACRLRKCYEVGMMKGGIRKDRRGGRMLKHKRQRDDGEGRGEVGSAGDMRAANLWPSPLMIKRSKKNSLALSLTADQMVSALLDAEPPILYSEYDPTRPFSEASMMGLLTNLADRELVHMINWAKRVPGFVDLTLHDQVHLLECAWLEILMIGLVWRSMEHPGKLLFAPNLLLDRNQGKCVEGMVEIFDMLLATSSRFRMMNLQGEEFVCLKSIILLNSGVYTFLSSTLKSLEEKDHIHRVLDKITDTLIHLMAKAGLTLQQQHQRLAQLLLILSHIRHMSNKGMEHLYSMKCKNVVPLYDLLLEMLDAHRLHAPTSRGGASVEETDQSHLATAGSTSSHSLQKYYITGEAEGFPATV
sEH activator: soluble epoxide hydrolase activators, primary screen, biochemical, human sEH; purified human sEH enzymatic activity, activator screen; activation, % at 2 µM; 91,000 compounds, 0.04% hits; in the data active = activation above about 37%; also: values of inactives mirror those of a sister screen read the other way
Fibroblast inh: antiproliferative effect on LL 47 fibroblasts – human, LL 47 cells, CellTiter-Glo luminescence, primary screen; 85,000 compounds, 1.1% hits; AID 719, 2007; LL 47 human lung fibroblast viability, ATP luminescence; active compounds read low; viability, % at 10 µM;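 active = viability at or below 50% in the single dose screen; inactive = viability above 50%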;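 also: compound exposure lasted 72 h before the ATP readout; 100% = median luminescence of untreated cell-only wells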
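Test system: LL 47 human lung fibroblasts / Quantity: 1,150 cells in each well / Medium: IMEM growth medium with 15% fetal bovine serum / Incubation: 72 h compound exposure at 37 °C after overnight plating / Detection: CellTiter-Glo luminescence measuring cellular ATP / Read-out: % viability versus median cells-only luminescence / Benchmarks: cell-only wells, no compound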
ERb coact inh: inhibitors of ERβ-SRC1 coactivator interaction, primary screen, biochemical, TR-FRET, ERβ LBD, SRC-1 peptide | Estrogen receptor beta (Homo sapiens), Q92731 | TR-FRET ER-beta LBD / SRC1-Cy5 peptide binding; receptor agonist-loaded with 1 µM estradiol | inhibition, % at 25.6 µM | 86,000 compounds, 1.3% hits | AID 633, 2007;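 active = compounds whose percent inhibition of the receptor-coactivator binding signal exceeds about 50% in the single-dose screen, limit read from the data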;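 also: 0% = receptor plus peptide wells without compound and 100% = peptide-only wells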
Calb biofilm kill: clotrimazole potentiators killing Candida biofilms, primary screen, with clotrimazole, Alamar Blue; C. albicans biofilm + clotrimazole; 85,000 compounds, 0.14% hits; inhibition, % at 6 µM; AID 834, 2007;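 active = inhibition above 20%; inactive = inhibition below 20%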;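 also: preformed 24 hr biofilms exposed to compound for 48 hr; 0% = biofilm without compound and 100% = blank killed by clotrimazole plus chlorhexidine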
ERa SRC1 pot: enhancers of ERα–SRC-1 coactivator binding, primary screen, biochemical, TR-FRET, ERα LBD, low estradiol; TR-FRET ERalpha-LBD/SRC-Cy5 coactivator binding, 2 h; 100 = basal binding, no effect; coactivator binding (% of control), % at 25.6 µM; 86,000 compounds, 1.3% hits; in the data active = activity above about 200%;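 also: binding measured in presence of low estradiol as agonist stimulus; 0% = peptide alone without receptor and 100% = receptor with peptide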
HUVEC prolif 384: inhibitors of HUVEC proliferation, primary screen, cell-based, 384-well. CellTiter-Glo luminescence, 72 h; active compounds read low. AID 648, 2007. viability, % at 10 µM (by protocol). 86,000 compounds, 1.1% hits;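 active = viability at or below 30%; inactive = viability above 30%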;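 also: 100% = median luminescence of DMSO-only cell control wells on each plate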
Numbers without * were called inactive; . = no result given; [ ] = dose if it differs, or a comment. Some of the compounds tested. The share of hits here may be higher or lower than overall.

SMILES	H69AR growth 86K	Smad3 FoxH1 inh	ERa coact inh	sEH activator	Fibroblast inh	ERb coact inh	Calb biofilm kill	ERa SRC1 pot	HUVEC prolif 384
C=C(C)C(=O)Nc1ccc(OC(F)(F)C(F)F)c(NC(=O)C(=C)C)c1	85	14	-38	-8	103	-14	4	210*	93
COc1ccc2[nH]cc(CCN=C3SCC(=O)N3C)c2c1	98	0	0	-5	105	4	3	120	82
CC1CCc2nn(CC(=O)NCCN3CCOCC3)cc2C1 (stereo not drawn)	99	-14	-7[fluorescence artefact?]	-3	100	22	0	112[fluorescence artefact?]	102
Cc1ccc(C2NC(=O)c3c(sc(C)c3C)N2)c(O)c1 (stereo not drawn)	78	20	-1	1	92	-9	5	72[fluorescence artefact?]	86
COc1ccc2c(c1)OC13CCCCC1C2C(C(=O)c1ccccc1)C(=O)N3 (stereo not drawn)	47	-2	-6	0	76	5	2	108[fluorescence artefact?]	91
C=CCN(N=Nc1cccc([N+](=O)[O-])c1)c1cccc([N+](=O)[O-])c1	78	6	3	2	107	0	6	98[fluorescence artefact?]	95
CCn1c(SCC(=O)Nc2ccc3c(c2)OCO3)nc2ccccc21	85	6	-10	-24	96	-8	0	94	90
CC1=CC(=C2C(=O)c3ccccc3C2=O)C=C(C)N1C	74	-10	-9	-1	107	-1[fluorescence artefact?]	0	102[fluorescence artefact?]	113
CCN(CCNC(=O)CS(=O)(=O)Cc1nc(-c2cccc(OC)c2)oc1C)c1ccccc1	53	7	-9	-15	97	-8	-2	102	81
C#CC(C)(C)NC(=O)CSc1nc2c(c(=O)n(C)c(=O)n2C)n1CCCC	94	8	8	3	103	1	18	89	109
O=C(NCCc1c[nH]c2ccccc12)Nc1cccc2ccccc12	72	1	10	-45	109	-3	3	103	89
CC(C)N(C(=O)NC(=O)NCC1CCCO1)S(C)(=O)=O (stereo not drawn)	103	3	-7	4	92	-2	7	100	96
COc1ccc(OCCCC(=O)Nc2nnc(C3CCCO3)s2)cc1 (stereo not drawn)	87	6	13	.	108	5	2	99	98
Cc1ccc(-n2c(SCC(=O)Nc3cc(C)on3)nc3c([nH]c4ccccc43)c2=O)cc1	17*	-13	11	6	89	22	0	83[fluorescence artefact?]	78
CC(=O)C1=C(c2ccccc2)NC(=O)NC1c1ccccc1OCC#N (stereo not drawn)	90	29[fluorescence artefact?]	-10	-3	99	3	4	117	97
CCOC(=O)N1CCN(C(=O)C2CCC(CNS(=O)(=O)c3ccccc3)CC2)CC1 (stereo not drawn)	82	-24[fluorescence artefact?]	14	17	103	1[fluorescence artefact?]	-1	92[fluorescence artefact?]	105
O=C(Nc1nncs1)c1cccc(S(=O)(=O)N2CCCC2)c1	93	7	-4	6	101	-2[fluorescence artefact?]	-1	120	114
Cc1cc(C)c(S(=O)(=O)N(CC(=O)N2CCOCC2)C2CCCCC2)c(C)c1	87	0	-26	4	101	-29	5	107	94
CC(=O)N=C1SC2CS(=O)(=O)CC2N1c1c(Cl)cccc1Cl (stereo not drawn)	88	1	2[fluorescence artefact?]	1	106	3[fluorescence artefact?]	2	123	88
COc1cc(-c2nnc(SCC(=O)Nc3ccc4c(c3)OCCO4)o2)cc(OC)c1OC	62	5	-15	5	98	-20	-1	104	88
COc1cc(Br)cc2cc(C(=O)N3CCN(c4ccccn4)CC3)c(=O)oc12	97	11	-4	-9	102	2	7	91	101
O=C(CSc1ncn[nH]1)Nc1ccnc2ccccc12	84	3	6[fluorescence artefact?]	.	100	0[fluorescence artefact?]	3	89[fluorescence artefact?]	95
COC(=O)CSc1ccc2c(N)c(C(=O)OC)sc2c1	105	8	-5	.	.	5	2	101[fluorescence artefact?]	93
CCC(C)NC(=O)COc1ccc(Br)c(C)c1 (stereo not drawn)	96	-6	-8	8	98	-16	-6	104	104
COc1ccc(CC(=O)Nc2cc(=O)n(C)c(=O)n2C)cc1	96	6	7[fluorescence artefact?]	10	96	3[fluorescence artefact?]	4	94	104
C=CCn1c(SCC(=O)NCc2cccs2)nnc1C1CCCCC1	101	13	2	.	103	-8	2	91	111
O=C(c1ccc(Cl)s1)N1CCc2ccccc21	81	1	-17	2	90	-15	6	115	81
O=C(c1ccc(N2CCOCC2)nc1)N1CCOCC1	96	2	7	-7	101	5	6	119[fluorescence artefact?]	98
CCOC(=O)Cn1c(=O)c2c(nc3n2CCN3Cc2ccccc2)n(C)c1=O	47	-7	-2	5	105	-3	10	84	99
O=C1CCCC2=C1C1(CCCC1)N=C(Nc1nc3ccccc3s1)N2	58	6	-3	-2	94	-5	8	119	91

Compound profiles (already shown). Screens in order: H69AR growth 86K, Smad3 FoxH1 inh, ERa coact inh, sEH activator, Fibroblast inh, ERb coact inh, Calb biofilm kill, ERa SRC1 pot, HUVEC prolif 384
O=C(CSc1ncn[nH]1)Nc1ccnc2ccccc12 across the screens: 84, 3, 6[fluorescence artefact?], ., 100, 0[fluorescence artefact?], 3, 89[fluorescence artefact?], 95
COc1cc(-c2nnc(SCC(=O)Nc3ccc4c(c3)OCCO4)o2)cc(OC)c1OC across the screens: 62, 5, -15, 5, 98, -20, -1, 104, 88

Following part
SMILES	H69AR growth 86K	Smad3 FoxH1 inh	ERa coact inh	sEH activator	Fibroblast inh	ERb coact inh	Calb biofilm kill	ERa SRC1 pot	HUVEC prolif 384
CCOc1ccccc1OC(=O)c1ccco1	88	6	-16	8	92	-29	4	144[fluorescence artefact?]	97
Cc1ccc2oc(-c3cccc(NC(=O)c4cc(-n5cnnc5)ccc4Cl)c3)nc2c1	11*	7	26[fluorescence artefact?]	-7	51	36[fluorescence artefact?]	8	245*	58
O=C(CCN1C(=O)C2C3C=CC(C3)C2C1=O)N1CCN(c2cccc(Cl)c2)CC1 (stereo not drawn)	94	16[fluorescence artefact?]	0	5	91	-7	3	112	92
Cc1cccc(-n2nnc3cnn(C)c3c2=O)c1	78	-6	6	-3	107	12	12	87	84
COC(=O)CSc1nnc(Cc2cc(=O)[nH]c(=O)[nH]2)n1-c1cccc(OC)c1	96	10	-8	1	94	-3	-2	113	114
COc1ccc(Cc2nnc(NC(=O)Cn3cnc4c3c(=O)n(C)c(=O)n4C)s2)cc1OC	78	-12	5	8	96	2	-3	94	96
CC(C(=O)N1c2ccccc2CCc2ccccc21)n1nnc(-c2ccc(N(C)C)cc2)n1 (stereo not drawn)	89	0	-1	-5	93	6	-2	116	99
Cn1c(C(=O)Nc2ccc3c(c2)OCCO3)cc2sccc21	83	2	-16	2	89	-21	7	101[fluorescence artefact?]	75
COc1ccc(OC)c(C(=O)CSc2nnc(Cc3cccs3)n2C)c1	93	9	-1	-16	100	0	.	98	99
CCCN1Cc2cccc(C(=O)Nc3ccc(C)cc3)c2C1=O	88	-3	17	18	102	0	-4	100	98
O=C(CCC1CCCC1)NC1CCCCC1	99	-7	3[fluorescence artefact?]	-43	99	0	5	101	100
O=C(CCCn1c(=O)c2sccc2n(CC(=O)OCc2ccccc2)c1=O)NCc1ccco1	92	-6	1	-15	96	-5	4	124	87
Cc1cc(C(=O)CSc2nnc(-c3ccc(F)cc3)o2)c(C)n1CC1CCCO1 (stereo not drawn)	85	-38	41	-2	97	15	7	229*[fluorescence artefact?]	102
CCOC(=O)CC1=C(C(=O)OCC)C(c2ccc(C)o2)C(C#N)=C(N)O1 (stereo not drawn)	103	-5	-3	-2	94	-3	6	127	108
Cc1noc(C(=O)N2CC3(C)CC2CC(C)(C)C3)c1Cl (stereo not drawn)	99	2	5	.	93	-8[fluorescence artefact?]	9	96	96
O=S(=O)(c1cccs1)N1CCN(CC(O)COC2CCCc3ccccc32)CC1 (stereo not drawn)	85	1	-2	5	.	-1	5	134	100
COc1ccccc1-c1c(C#N)c(SCC(=O)N2CCCC2)nc(C)c1C(N)=O	83	-2	-1	-6	91	-3	4	96	101
O=C(CSc1nc2cc(Cl)ccc2o1)Nc1ccc(N2CCOCC2)cc1	89	-19	-2	16	110	14[fluorescence artefact?]	8	97	108

Shown with values under each structure: part of the list above
Results follow in this order: H69AR growth 86K | Smad3 FoxH1 inh | ERa coact inh | sEH activator | Fibroblast inh | ERb coact inh | Calb biofilm kill | ERa SRC1 pot | HUVEC prolif 384
- Cc1ccc2oc(-c3cccc(NC(=O)c4cc(-n5cnnc5)ccc4Cl)c3)nc2c1
→ 11* | 7 | 26[fluorescence artefact?] | -7 | 51 | 36[fluorescence artefact?] | 8 | 245* | 58
- O=C(CCN1C(=O)C2C3C=CC(C3)C2C1=O)N1CCN(c2cccc(Cl)c2)CC1 (stereo not drawn)
→ 94 | 16[fluorescence artefact?] | 0 | 5 | 91 | -7 | 3 | 112 | 92
- Cc1cccc(-n2nnc3cnn(C)c3c2=O)c1
→ 78 | -6 | 6 | -3 | 107 | 12 | 12 | 87 | 84
- COC(=O)CSc1nnc(Cc2cc(=O)[nH]c(=O)[nH]2)n1-c1cccc(OC)c1
→ 96 | 10 | -8 | 1 | 94 | -3 | -2 | 113 | 114
- COc1ccc(Cc2nnc(NC(=O)Cn3cnc4c3c(=O)n(C)c(=O)n4C)s2)cc1OC
→ 78 | -12 | 5 | 8 | 96 | 2 | -3 | 94 | 96
- CC(C(=O)N1c2ccccc2CCc2ccccc21)n1nnc(-c2ccc(N(C)C)cc2)n1 (stereo not drawn)
→ 89 | 0 | -1 | -5 | 93 | 6 | -2 | 116 | 99
- Cn1c(C(=O)Nc2ccc3c(c2)OCCO3)cc2sccc21
→ 83 | 2 | -16 | 2 | 89 | -21 | 7 | 101[fluorescence artefact?] | 75
- COc1ccc(OC)c(C(=O)CSc2nnc(Cc3cccs3)n2C)c1
→ 93 | 9 | -1 | -16 | 100 | 0 | . | 98 | 99
- CCCN1Cc2cccc(C(=O)Nc3ccc(C)cc3)c2C1=O
→ 88 | -3 | 17 | 18 | 102 | 0 | -4 | 100 | 98
- O=C(CCC1CCCC1)NC1CCCCC1
→ 99 | -7 | 3[fluorescence artefact?] | -43 | 99 | 0 | 5 | 101 | 100
- O=C(CCCn1c(=O)c2sccc2n(CC(=O)OCc2ccccc2)c1=O)NCc1ccco1
→ 92 | -6 | 1 | -15 | 96 | -5 | 4 | 124 | 87
- Cc1cc(C(=O)CSc2nnc(-c3ccc(F)cc3)o2)c(C)n1CC1CCCO1 (stereo not drawn)
→ 85 | -38 | 41 | -2 | 97 | 15 | 7 | 229*[fluorescence artefact?] | 102
- CCOC(=O)CC1=C(C(=O)OCC)C(c2ccc(C)o2)C(C#N)=C(N)O1 (stereo not drawn)
→ 103 | -5 | -3 | -2 | 94 | -3 | 6 | 127 | 108
- Cc1noc(C(=O)N2CC3(C)CC2CC(C)(C)C3)c1Cl (stereo not drawn)
→ 99 | 2 | 5 | . | 93 | -8[fluorescence artefact?] | 9 | 96 | 96
- O=S(=O)(c1cccs1)N1CCN(CC(O)COC2CCCc3ccccc32)CC1 (stereo not drawn)
→ 85 | 1 | -2 | 5 | . | -1 | 5 | 134 | 100

Bioassay records as filed in PubChem BioAssay.
